High-throughput results: PubChem, several laboratories
Fh CTSL1 inh: Fasciola hepatica cathepsin L1 inhibitors, primary screen, counter-screen for PFM18AAP inhibitor project, biochemical, QFRET, fluorogenic peptide substrate; recombinant F. hepatica cathepsin L1, Z-Leu-Arg-MCA fluorescence; inhibition, % at 5.96 µM; hit rate 0.49% among 300,000;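 active = inhibition above the mean of all tested compounds plus 3 SD, set per screening campaign, cut at about 17% in these data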;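 also: 0% = plate median of test compound wells and 100% = 1 µM Z-Phe-Ala-diazomethylketone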
TPT1 inhibitor: Candida albicans TPT1 enzyme inhibitors, primary screen, biochemical, fluorescence polarization; tRNA 2'-phosphotransferase TPT1 (Candida albicans SC5314); recombinant caTPT1, FP RNA substrate dephosphorylation; inhibition, % at 5 µM; hit rate 0.81% among 300,000;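 active = inhibition above the mean of all tested compounds plus 3 SD, set per screening campaign, cut at about 24% in these data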;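 also: plate controls were DMSO alone for no effect and ferristatin control at 100 nM for full effect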
Efflux pump mplx: inhibitors of Candida efflux pumps in yeast, primary screen, S. cerevisiae, Nile Red, multiplex | S. cerevisiae Candida pump triplex | AID 485275, 2010 | inhibition, % at 10 µM | hit rate 0.44% among 330,000;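 active = plate passing quality check with inhibition over a set limit, or well fluorescence over plate mean plus 4 SD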;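 also: Nile Red retained in pooled yeast measured as flow cytometry median fluorescence; 0% = buffer negative control and 100% = Enniatin B positive control; higher means more Nile Red kept so more efflux inhibition; some compounds called inactive have numbers as strong as hits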
PP1 inh: PP1-alpha phosphatase inhibitors, primary screen, counter-screen for PP5 inhibitor project, biochemical, fluorescence, OMFP substrate, single point | Serine/threonine-protein phosphatase PP1-alpha catalytic subunit (Homo sapiens), P62136 | purified PP1alpha | inhibition, % at 6.7 µM | hit rate 0.9% among 320,000 | AID 2235, 2010;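 active = inhibition above the mean inhibition of all tested compounds plus 3 SD, computed separately for each screening campaign, cut at about 15% in these data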
Target sequence (P62136 whole entry, looked up): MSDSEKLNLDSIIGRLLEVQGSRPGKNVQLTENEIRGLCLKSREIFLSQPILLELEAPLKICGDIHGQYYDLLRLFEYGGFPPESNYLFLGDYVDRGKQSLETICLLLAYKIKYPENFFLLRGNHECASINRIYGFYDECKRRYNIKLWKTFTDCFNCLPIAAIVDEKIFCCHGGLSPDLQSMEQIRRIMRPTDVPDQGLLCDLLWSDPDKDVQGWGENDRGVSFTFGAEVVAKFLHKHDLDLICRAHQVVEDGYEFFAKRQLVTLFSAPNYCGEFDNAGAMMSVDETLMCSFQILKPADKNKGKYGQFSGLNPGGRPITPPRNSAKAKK
procasp3 activ: activators of human procaspase-3 D3A mutant, primary screen, biochemical, absorbance, PC-3 D3A mutant, single concentration; hit rate 0.11% among 330,000; recombinant procaspase-3 D3A, Ac-DEVD-pNA absorbance 405 nm; Caspase-3 (Homo sapiens), P42574; AID 463141, 2010; activation, % at 8.5 µM;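 active = activation above the mean of all tested compounds plus 3 SD, cut at about 21% in these data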;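 also: 0% = DMSO alone and 100% = DMSO wells spiked with extra 5 µM PC-3 D3A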
Target sequence (P42574 whole entry D9A/D28A/D175A): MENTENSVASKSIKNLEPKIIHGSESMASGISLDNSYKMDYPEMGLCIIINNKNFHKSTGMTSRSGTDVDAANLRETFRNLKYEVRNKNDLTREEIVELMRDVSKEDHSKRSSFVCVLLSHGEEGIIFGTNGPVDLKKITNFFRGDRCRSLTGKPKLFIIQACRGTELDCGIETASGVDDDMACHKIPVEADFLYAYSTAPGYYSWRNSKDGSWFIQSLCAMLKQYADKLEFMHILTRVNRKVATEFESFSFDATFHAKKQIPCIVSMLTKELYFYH
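assay system = Procaspase-3 D3A mutant | signal = absorbance at 405 nm, 0 and 120 min | times = 1 h preincubation plus 2 h reaction at 25 °C | repeats = single replicate | read-out = % activation between DMSO and enzyme-spiked controls | medium = Zinc-free HEPES saline buffer with Triton X-100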
JMJD2C inh: inhibitors of GASC-1 histone demethylase, primary screen, biochemical, fluorescence, DELFIA europium. Lysine-specific demethylase 4C (Homo sapiens), Q9H3R0. GST-JMJD2C(1-420) H3K9me3 demethylation. inhibition, % at 2.35 µM. hit rate 0.069% among 330,000. AID 2099, 2009;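 active = more than half of a compound's replicate wells show inhibition beyond 50%, single wells judged on their own value; inconclusive = some, but no more than half, of replicates pass 50% inhibition; inactive = no replicate passes 50% inhibition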;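 also: signal counts dimethyl H3K9 product captured on neutravidin plate; 0% = median of DMSO wells and 100% = 0.3 times that DMSO median; strong numbers were not always called active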
core dimer inh: inhibitors of HCV core protein dimerization, primary screen, biochemical, TR-FRET, high-throughput | TR-FRET GST/Flag-core106 dimerization, 1536-well | inhibition, % at 5 µM | hit rate 0.33% among 300,000 | AID 1899, 2009;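 active = inhibition above the mean of all tested compounds plus 3 SD, set per screening campaign, cut at about 45% in these data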
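Assay system: Tagged HCV core106 pair (GST and Flag) | Buffer or medium: KF-containing HEPES buffer, pH 7.45, DTT, CHAPS, BSA | Also added: Eu donor and XL665 acceptor anti-tag antibodies | Dosing: One concentration, 5 µM, in 0.5% DMSO | Timing: 4 h at 22.5 °C | Technique: TR-FRET 671 and 617 nm emission | Repeats: Singlicate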
procasp7 counter: procaspase-7 activators, primary screen, counter-screen for procaspase-3 activator project, biochemical, absorbance, HTS, human | Caspase-7 (Homo sapiens), P55210 | recombinant procaspase-7, Ac-DEVD-pNA absorbance 405 nm; D23A/D198A/D206A triple mutant, cannot self-cleave; scale: DMSO 0, 5 µM enzyme 100 | activation, % at 8.5 µM | hit rate 0.093% among 330,000 | AID 463210, 2010;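 active = percent activation above the screen-wide mean plus 3 SD, cut at about 25% in these data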
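Test system: Procaspase-7 triple mutant (PC-7 D3A). Also added: Ac-DEVD-pNA substrate, 400 µM as added. Schedule: 1 h enzyme–compound preincubation and 2 h substrate reaction, both 25 °C. Signal: p-Nitroaniline absorbance at 405 nm, read at 0 and 120 min. Control set: low DMSO alone, high DMSO plus 5 µM PC-7.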
PP5 primary: PP5 phosphatase inhibitors, primary screen, biochemical, fluorescence. Serine/threonine-protein phosphatase 5 (Homo sapiens), P53041. purified PP5c, OMFP substrate fluorescence. inhibition, % at 6.7 µM. hit rate 0.18% among 320,000. AID 1987, 2009;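 active = inhibition above the campaign's mean inhibition across all tested compounds plus 3 SD, cut at about 9.5% in these data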;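 also: 0% = DMSO only and 100% = 100 µM cantharidin control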
Target sequence (P53041 whole entry, looked up): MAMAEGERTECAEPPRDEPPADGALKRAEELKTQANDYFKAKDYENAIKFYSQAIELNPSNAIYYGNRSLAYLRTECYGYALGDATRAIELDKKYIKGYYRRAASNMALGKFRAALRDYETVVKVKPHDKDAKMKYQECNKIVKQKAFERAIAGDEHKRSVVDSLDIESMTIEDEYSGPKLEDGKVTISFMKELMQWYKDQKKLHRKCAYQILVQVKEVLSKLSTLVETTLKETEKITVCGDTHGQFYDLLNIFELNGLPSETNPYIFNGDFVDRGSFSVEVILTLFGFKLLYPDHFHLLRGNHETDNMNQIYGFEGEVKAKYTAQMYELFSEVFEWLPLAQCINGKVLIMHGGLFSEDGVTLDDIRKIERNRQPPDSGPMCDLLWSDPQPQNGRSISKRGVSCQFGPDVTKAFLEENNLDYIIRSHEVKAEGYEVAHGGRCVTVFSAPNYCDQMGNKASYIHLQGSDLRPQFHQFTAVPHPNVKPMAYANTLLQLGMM
An asterisk follows results filed as active; ? = inconclusive; nt = no result given.

SMILES	Fh CTSL1 inh	TPT1 inhibitor	Efflux pump mplx	PP1 inh	procasp3 activ	JMJD2C inh	core dimer inh	procasp7 counter	PP5 primary
Cc1cccc(N2CCN(C(=O)CCCn3c(=O)[nH]c4ccsc4c3=O)CC2C)c1 (stereo not given)	-3.5	-1.5	0.1	0.9	11.9	0.2	-2.6	5.5	2.1
O=C(CSc1ncn[nH]1)Nc1ccc(Br)cc1F	2.8	-4.6	0.0	-0.2	6.2	1.2	-3.1	4.8	-0.2
O=C(CN1C(=O)COc2ccccc21)N1CCc2ccccc21	0.2	-2.4	-0.1	2.0	6.5	4.6	-4.6	-1.4	0.4
Cc1nnc2n1NC(c1ccc(Cl)cc1)C(C(=O)N(C)C1CCCCC1)S2 (stereo not given)	-1.0	-2.3	-0.2	-1.0	0.4	0.5	-0.8	11.3	-0.9
Cc1cc(C(=O)OCC(=O)N2C(C)CCCC2C)c(C)o1 (stereo not given)	-3.9	-1.6	0.2	1.2	-6.8	6.0	-2.9	0.1	2.7
CCC(C)NS(=O)(=O)c1ccc(OCC(=O)NCc2ccccn2)cc1 (stereo not given)	1.9	-0.9	0.0	-3.3	7.1	4.4	-0.1	-0.8	2.6
Cc1ccc(NC(=S)N(CCCN2CCCC2)Cc2cccn2Cc2ccc(Cl)cc2)cc1	7.0	-0.9	-0.2	6.1	4.0	-13.4	-6.3	5.0	-1.7
CC(=O)NCCc1c[nH]c2ccc(OCC(O)CNC(C)(C)C)cc12 (stereo not given)	-1.8	0.5	0.0	-3.1	-7.3	-22.8	2.8	3.2	2.5
Cc1ccc(O)c(C=Nc2cc(C)ccc2O)c1	-1.9	0.0	-0.2	4.6	1.0	-11.5	-12.7	-11.7	1.3
CN(CC(=O)NCCN1CCOCC1)S(=O)(=O)c1ccc(Cl)cc1	nt	nt	-0.2	nt	0.2	6.2	nt	-2.6	nt

Record cards (already shown). Screens in order: Fh CTSL1 inh	TPT1 inhibitor	Efflux pump mplx	PP1 inh	procasp3 activ	JMJD2C inh	core dimer inh	procasp7 counter	PP5 primary
CC(=O)NCCc1c[nH]c2ccc(OCC(O)CNC(C)(C)C)cc12 (stereo not given) as listed: -1.8	0.5	0.0	-3.1	-7.3	-22.8	2.8	3.2	2.5
Cc1cccc(N2CCN(C(=O)CCCn3c(=O)[nH]c4ccsc4c3=O)CC2C)c1 (stereo not given) as listed: -3.5	-1.5	0.1	0.9	11.9	0.2	-2.6	5.5	2.1
O=C(CN1C(=O)COc2ccccc21)N1CCc2ccccc21 as listed: 0.2	-2.4	-0.1	2.0	6.5	4.6	-4.6	-1.4	0.4

Next structures
SMILES	Fh CTSL1 inh	TPT1 inhibitor	Efflux pump mplx	PP1 inh	procasp3 activ	JMJD2C inh	core dimer inh	procasp7 counter	PP5 primary
CCc1cccc2c(C(=O)C(F)(F)F)cn(CC(=O)NCC3CCCO3)c12 (stereo not given)	2.0	-2.8	-0.3	-2.9	9.0	-6.3	-4.1	-7.7	-1.1
Cc1ccc(-c2nnc(SCC(=O)NCCN3C(=O)CSC3=O)n2C)cc1	nt	nt	0.0	-5.7	-2.4	-6.1	nt	7.7	-2.1
Cc1cc(NC(=O)CSc2ccc3nnc(-c4ccccn4)n3n2)no1	-2.3	-1.3	1.1	0.4	5.0	11.0	-6.4	-0.4	3.2
Cc1sc(-c2ccccn2)nc1OC(=O)c1ccc(Cl)cc1	-3.2	-3.7	0.0	-1.0	2.3	-0.9	-10.2	0.8	1.6
COc1ccc(N2C(=O)CCC(C(=O)NCc3ccccn3)C2c2ccc(OC)c(OC)c2)cc1 (stereo not given)	-0.9	-1.1	0.0	-5.1	-2.3	6.4	1.1	-2.9	-2.9
CC1Cc2ccccc2N1C(=S)NC1CCCC1 (stereo not given)	1.2	-1.3	0.0	1.5	1.2	8.8	-9.1	-2.2	3.1
CCc1nn(CCCC(=O)NC(C)c2ccccc2)c(=O)c2cc3occc3n12 (stereo not given)	-3.8	-2.3	0.0	-6.7	0.4	-8.9	8.9	2.0	0.5
Cc1ccc(OCCNC(=O)Cc2ccc(S(=O)(=O)N3CCOCC3)s2)cc1	4.7	2.1	0.1	-0.7	-5.3	-41.3	13.3	-1.7	3.2
COc1cc(C(=O)N2C[C@@H]3CCC[C@H]2C3)ccc1OC1CCN(C(C)=O)CC1	0.7	-0.4	-0.2	-0.4	3.4	?	-6.2	2.2	2.6
C=CCOC(=O)C1=C[C@H](c2ccc(C(F)(F)F)cc2)C[C@H](OCCCCO)O1	3.0	-0.6	nt	0.9	11.5	1.5	5.0	0.1	2.2
Cc1ccc(N(Cc2cc3ccc(C)cc3[nH]c2=O)S(=O)(=O)c2ccccc2)cc1	1.0	-0.5	-0.1	1.3	1.5	-21.6	12.4	-1.0	3.2
COc1ccc2[nH]c(C)c(CN3CCC(C)CC3)c(=O)c2c1	0.2	2.1	0.1	0.5	0.6	-3.1	-1.9	-8.4	2.1
Cc1nn(Cc2ccccc2Cl)c(C)c1C(=O)NCCN1C(=O)S/C(=C\c2ccccc2)C1=O	-1.1	-1.5	0.0	2.9	-10.2	-3.5	11.4	2.8	1.6
C/C(=N\Nc1cccc(Cl)c1)c1ccncc1	-6.6	1.3	0.1	5.4	-12.3	-6.6	8.6	-4.2	1.6
COc1ccc(/C=N/NC(=O)c2ccc3nc[nH]c3c2)cc1OC	0.5	-0.7	0.3	-6.6	-1.0	4.2	-5.8	-2.5	2.5
O=C(CNC(=O)c1ccccc1F)NCCOc1cccc(Cl)c1Cl	0.8	0.6	0.0	0.4	7.8	-0.4	2.1	0.2	-0.6
Cc1cccc(CSC2=NN3CCCC(=O)N=C3S2)c1	-1.4	-3.3	-0.1	-0.6	6.8	3.6	8.4	18.7	5.0
O=C(NCc1n[nH]c(=S)n1-c1ccccc1)c1cccs1	-2.8	2.1	0.0	0.1	-11.7	-35.2	4.2	0.6	0.0
Cc1ccc(-n2nc3c(N4CCC(C(=O)NCc5ccc(C)o5)CC4)nnc(C)c3c2C)cc1	5.3	10.2	-0.1	7.6	-11.6	-2.7	12.2	-2.4	-1.8
Oc1[nH]c2ccccc2c1C=NCC1CCCO1 (stereo not given)	2.9	3.2	0.1	3.2	5.6	2.8	-3.5	0.9	3.9
O=C(CN1CCCC1)N1c2ccccc2C=Cc2ccccc21	3.7	1.6	0.0	-1.0	3.4	1.5	-7.4	-0.4	0.2
CN(C)c1ccc(N=Cc2nc(-c3ccccc3)oc2OC(=O)c2cccc(Cl)c2)cc1	9.8	14.6	0.6	2.4	-4.2	22.4	-3.7	3.0	0.1
O=C(C1CCCCC1)N1CCCC(c2nc(-c3ccc(F)cc3)no2)C1 (stereo not given)	-1.3	3.0	8.2*	-2.3	3.3	12.7	-0.9	-0.5	3.8
COc1cc(CNCc2ccccc2Cl)ccc1OCC(=O)NC1CCCCC1	0.2	-1.0	-0.5	0.9	-0.1	15.5	-11.5	3.2	1.4
COc1cccc(/C=C/C(=O)N(C)CC(=O)Nc2ccc(Cl)c(C(F)(F)F)c2)c1	0.5	-1.6	0.0	0.7	6.3	-11.8	2.3	12.2	1.8
COc1ccc(NC(=O)/C(C#N)=C/c2ncc([N+](=O)[O-])n2C)c(OC)c1	-6.7	-3.4	-0.1	-7.0	-11.4	5.0	4.9	-6.0	0.1
Cc1cc2ncn(CCC(=O)NC3CCCC3)c2cc1C	-6.3	-2.3	0.0	-3.9	4.3	-0.9	-1.5	-1.0	1.9
COc1ccc2c(c1)SC(C)CC2=O (stereo not given)	-3.3	-3.3	0.2	0.0	0.3	-6.2	0.4	5.2	3.6
CC(=O)Nc1ccccc1-c1nnn(CC(=O)Nc2ccc3c(c2)OCCO3)n1	-1.1	-7.1	1.1	-0.9	1.3	3.6	-0.3	0.0	0.7
c1cncc(CNc2c3c(nc4nnnn24)CCCC3)c1	-0.1	-1.1	-0.1	-3.4	-1.8	20.2	-1.3	-0.8	-1.8
CCC(N)C12CC3CC(CC(O)(C3)C1)C2 (stereo not given)	-3.4	-6.6	0.0	-2.0	-3.0	7.6	1.0	7.5	1.1
COc1ccc(Cl)cc1C(=O)NC(=S)Nc1ccccc1N1CCOCC1	2.9	0.8	0.0	-5.9	7.8	-2.7	-2.9	4.5	1.4
O=C(CN1C(=O)NC2(CCCCCC2)C1=O)c1ccc2c(c1)OCCO2	-3.2	-0.9	0.0	-1.2	2.8	16.8	5.4	3.3	-0.5
O=C1CC(c2ccc(Cl)cc2)n2nc(N3C(=O)CCC3=O)nc2N1 (stereo not given)	-1.3	0.8	0.1	-3.1	1.7	2.4	2.4	0.1	1.9
O=C(CSc1nnc(C2CC2)n1Cc1ccccc1)Nc1cccnc1Cl	-3.1	-0.3	0.1	18.0*	4.5	4.5	-4.2	-4.9	-2.3
C[C@@]12C(=O)N(Cc3ccc(-c4ccccc4)cc3)CC(=O)N1[C@H](/C=C/c1ccccc1)[C@@H]1C(=O)N(c3ccccc3)C(=O)[C@@H]12	0.7	-2.7	0.2	3.9	-0.2	-13.2	-3.4	6.5	4.9
COc1ccccc1CN1C[C@@H]2C[C@@H](c3ccc4nsnc4c3)N3CCC[C@@]23C1=O	-3.3	0.2	-0.1	3.6	-1.0	6.4	12.7	2.3	1.0
Cc1nn(C(=O)c2cccs2)c(N)c1-c1ccccc1	-0.8	-1.3	-0.1	0.3	2.1	160.0	3.5	1.8	-0.6
COc1ccc(Cl)cc1-n1c(C)ccc1C	1.2	3.9	0.7	1.2	-1.7	1.1	-5.1	-16.8	3.5
Cc1ccnc(N2CCCC(C(=O)Nc3cc(F)ccc3C)C2)n1 (stereo not given)	4.3	0.8	0.0	1.5	8.1	0.9	-6.1	1.6	1.3
CCOc1ccc(Nc2nc(N)nc(CSC(=S)N3CCOCC3)n2)cc1	17.9*	1.6	-0.3	-4.0	-8.9	-10.7	-3.9	-1.8	4.2
O=C(COc1ccc(Cl)cc1Cl)NC(=S)Nc1ccc(CN2CCOCC2)cc1	-2.2	1.9	0.1	4.1	8.4	2.5	0.0	-11.2	3.7
